# Bioassay records as filed in PubChem.
# Menin-MLL TR inh – menin-MLL binding inhibition, Texas Red mutant peptide. Potency, µM (doses to about 61.6 µM), without a hit: at the top dose FP activity change, negative = inhibition, actives largely listed as inhibitors. Menin + Texas Red MLL mutant peptide, fluorescence polarization. 270,000 compounds, 0.23% hits. O00255; active = well fitted inhibition curve with a large enough effect in the polarisation, with a control signal flat, not every such curve was filed as active; inconclusive = small, poorly fitted or top-dose-only effect, or effect the other way, or a change in a side signal; inactive = no such curve, though single readings can be large or run the other way; the % refers to the polarisation; note: potency is the fitted concentration of half-maximal effect; % of control where 0% means no effect; many of its hits are not listed in these tables
# Target sequence (O00255 whole entry, looked up): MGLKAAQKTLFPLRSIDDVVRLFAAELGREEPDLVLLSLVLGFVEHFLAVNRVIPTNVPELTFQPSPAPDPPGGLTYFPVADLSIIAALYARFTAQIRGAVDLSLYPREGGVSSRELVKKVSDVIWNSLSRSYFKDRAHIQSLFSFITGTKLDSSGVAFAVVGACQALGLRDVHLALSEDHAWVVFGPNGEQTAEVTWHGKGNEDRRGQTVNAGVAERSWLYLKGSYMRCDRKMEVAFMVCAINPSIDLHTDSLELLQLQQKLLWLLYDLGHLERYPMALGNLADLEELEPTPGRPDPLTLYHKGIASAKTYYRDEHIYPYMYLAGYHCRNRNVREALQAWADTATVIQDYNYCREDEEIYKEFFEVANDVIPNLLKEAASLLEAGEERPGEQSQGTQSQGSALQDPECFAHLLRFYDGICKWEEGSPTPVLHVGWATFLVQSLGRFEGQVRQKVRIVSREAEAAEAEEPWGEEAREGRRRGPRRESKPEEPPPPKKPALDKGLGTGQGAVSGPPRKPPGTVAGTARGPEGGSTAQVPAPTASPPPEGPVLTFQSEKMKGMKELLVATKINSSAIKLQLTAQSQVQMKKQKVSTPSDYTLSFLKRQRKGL
# GALK inh – inhibitors of human galactokinase; 270,000 compounds, 0.007% hits; P51570; AID 1868; Purified GALK, Kinase-Glo residual ATP luminescence; Potency, µM (doses to about 57.5 µM), for the others: top-dose activity change, negative = inhibition, most hits filed as inhibitors; note: potency is the fitted concentration of half-maximal effect; % is set by controls: 0 for no effect and ±100 for the full control effect
#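 Luminescence from leftover ATP (Ultra-Glo luciferase/luciferin) served as read-out after a 1 h room-temperature reaction of 5 nM GALK with 35 uM ATP and 100 uM galactose.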
# Tb PFK inh – blocks T. brucei phosphofructokinase; T. brucei PFK, ADP-Glo luminescence; Potency, µM (titrated, usually from 57.5 µM), for the others: top-dose activity, negative = inhibition, most hits filed as inhibitors; 330,000 compounds, 0.17% hits; AID 485367;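 note: potency is the fitted concentration of half-maximal effect; 0% = uninhibited 1x PFK enzyme wells and -100% = no-enzyme wells; nearly all actives have a fitted effect of over 60% in size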
#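 Compounds were pin-transferred as a titration series up to 57 uM into substrate buffer (0.5 mM F6P, 0.1 mM ATP, pH 8.0), then 1.25 nM PFK was added and reactions ran 45 min before ADP-Glo detection.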
# PKM2 activator – increases activity of human pyruvate kinase M2 | P14618 | purified PKM2, Kinase-Glo ATP luminescence, activation; response scale: 0% is enzyme alone, no compound | Potency, µM (highest dose often 57.5 µM), for the others: at the top dose activation, hits mostly activators | 260,000 compounds, 0.34% hits; note: potency is the fitted concentration of half-maximal effect; % is set by controls: 0 for no effect and ±100 for the full control effect; nearly all actives have a fitted effect of over 55% in size
#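 Kinase-Glo luminescence reports ATP generated from ADP (0.1 mM) and PEP (0.5 mM) by purified hPK-M2 after 1 h at room temperature, pH 7.2 imidazole buffer; intermediate enzyme activity allows detecting inhibitors and activators.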
# ASM inhibitor – human S-ASM enzyme inhibition; P17405; placental ASM, HMU-PC fluorogenic substrate, 60 min; Potency, µM (series often up to 57.5 µM), without a hit: at the highest dose activity change, negative = inhibition, actives largely listed as inhibitors; 340,000 compounds, 0.006% hits; AID 504937; note: potency is the fitted concentration of half-maximal effect
#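 Human placenta-derived ASM enzyme was preincubated with compound for 10 minutes at room temperature, then given fluorogenic substrate HMU-PC0 (9 uM final) for 60 minutes at 37 °C; a pH 10 stop preceded fluorescence reading at Ex 386/Em 447 nm.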
# BCR signal inh – inhibitors of chronic active B-cell receptor signaling | ABC-DLBCL IkBa-CBG/CBR reporter, luminescence ratio, 4 h | Potency, µM (series often up to 46.1 µM), inactives show at the highest dose ratio change, negative = lower green/red ratio, actives largely listed as inhibitors | 340,000 compounds, 0.05% hits | AID 493014; active = well fitted inhibition curve with a large enough effect in the signal ratio, with a control signal flat, not every such curve was filed as active; inconclusive = small, poorly fitted or top-dose-only effect, or effect the other way, or a change in a side signal; the % refers to the signal ratio;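 note: potency is the fitted concentration of half-maximal effect; plate controls were basal doxycycline-induced cells for no effect and cells given 10 µM MG132 for full effect; MG132 reads +100%, hits lower the ratio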
#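 TMD8 human ABC-DLBCL cells with doxycycline-inducible IκBα–green luciferase fusion and unfused red luciferase, in 0.5% FBS medium; compounds up to 46 uM, 4 h at 37C. Green/red luminescence ratio, filter-overlap corrected, fitted to concentration-response curves.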
# Integrin act MD – integrin-mediated muscular dystrophy alleviation activation; AID 624291; 350,000 compounds, 0.064% hits; alpha7betagal myoblasts, beta-gal FDG fluorescence, 48 h; Potency, µM (top dose mostly 38.3 µM), for inactives: top-dose activation, hits mostly activators;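 note: potency is the fitted concentration of half-maximal effect; 100% = response of the positive control SU9516; nearly all actives have a fitted effect of over 60% in size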
#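 Alpha7betagal+/- myoblasts (passage 13) were plated 16-24 hr, then exposed to compounds (1:260 dilution of DMSO stock) for 48 hours at 37C. After MPER lysis, β-galactosidase reporter activity was read as FDG fluorescence (ex 480/em 540) after 30 minutes.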
# TSG101-PTAP inh – blocks PTAP/TSG101 interaction to inhibit HIV-1 budding | Q99816 | Fluorescence polarization, FITC-PTAP peptide / Tsg101 binding | Potency, µM (highest dose often 115 µM), for the others: at the top dose activity change, negative = inhibition, hits mostly inhibitors | 340,000 tested, under 10 active | AID 493005; active = well fitted inhibition curve with a large enough effect in the main read-out, with a control signal flat, not every such curve was filed as active; inconclusive = small, poorly fitted or top-dose-only effect, or effect the other way, or a change in a side signal; inactive = no such curve, though single readings can be large or run the other way; note: potency is the fitted concentration of half-maximal effect; % of control where 0% means no effect
# Target sequence (Q99816 whole entry, looked up): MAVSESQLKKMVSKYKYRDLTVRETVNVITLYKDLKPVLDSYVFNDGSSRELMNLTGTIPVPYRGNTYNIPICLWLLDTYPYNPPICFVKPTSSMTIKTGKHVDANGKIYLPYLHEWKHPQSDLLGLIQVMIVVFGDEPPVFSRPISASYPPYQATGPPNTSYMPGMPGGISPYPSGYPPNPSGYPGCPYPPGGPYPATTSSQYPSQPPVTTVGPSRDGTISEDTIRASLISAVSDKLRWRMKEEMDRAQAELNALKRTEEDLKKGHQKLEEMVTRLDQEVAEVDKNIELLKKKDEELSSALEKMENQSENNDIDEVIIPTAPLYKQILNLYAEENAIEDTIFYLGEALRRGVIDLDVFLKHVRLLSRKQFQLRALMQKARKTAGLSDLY
#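 Compounds were pin-transferred onto Tsg101 binding domain (10 uM final) in HEPES pH 7.5 buffer, then FITC-PTAP peptide was added at 50 nM final. After 20 min at RT, polarization reported peptide displacement across a qHTS concentration series.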
# B2AR arrestin – agonists driving beta-arrestin recruitment to human beta2-adrenergic receptor; P07550; beta-arrestin recruitment to beta2AR, cell-based reporter; Potency, µM (top dose mostly 46.1 µM), without a hit: top-dose activation, hits mostly activators; 330,000 compounds, 0.02% hits;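 note: potency is the fitted concentration of half-maximal effect; 0% = DMSO controls and full agonism = EC100 isoproterenol or metaproterenol; nearly all actives have a fitted effect of over 65% in size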
# Coupling enz – coupling enzyme interference in Giardia aldolase counter-screen. coupling enzyme system counterscreen, AmpLite Red fluorescence. AID 2472. activity change, negative = inhibition, % at 58.2 µM, hits read low. 290,000 compounds, 0.67% hits; in the data active = activity change below about -30%; note: % is set by controls: 0 for no effect and ±100 for the full control effect
#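 Coupling enzymes only (glyceraldehyde-3-phosphate) + compound, at 57.5 uM final, 10 min RT; add substrate/coupling/AmpLite Red mix, 20 min RT; fluorescence ex 525/em 598 nm. Actives flag coupling-system interference.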
# Giardia kill – kills Giardia lamblia; Giardia lamblia trophozoite viability; 340,000 compounds, 0.15% hits; activity change, % at 7.66 µM, hits read low; AID 540267; in the data active = activity change below about -80%; inconclusive = between about -30% and that limit;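 note: parasites exposed to compound for two days anaerobically before the ATP read; % is set by controls: 0 for no effect and ±100 for the full control effect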
#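 Giardia lamblia trophozoites (100 cells/well) were incubated with compounds for 48 h at 37 deg C under anaerobic conditions. Viability was read as ATP content by one-step luminescence after 15-30 min at room temperature.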
# An asterisk follows results filed as active; ? = inconclusive; / = no result given; & = joins results of further samples; [ ] = dose if it differs, or a comment. Unless noted, calls come from the whole dose curve; as a rule, active = well fitted curve in the direction sought with a large enough effect; inconclusive = small, poorly fitted or top-dose-only effect, or another doubt; inactive = no such curve, though single readings can be large; an effect the other way counts as inactive or inconclusive.
# Below each compound – Menin-MLL TR inh	GALK inh	Tb PFK inh	PKM2 activator	ASM inhibitor	BCR signal inh	Integrin act MD	TSG101-PTAP inh	B2AR arrestin	Coupling enz	Giardia kill
[1] Nc1ccccc1C(=O)Nc1nccs1
    17%	-2%	-1%	-5%	229%[activator]	?	15%	2%	-1.3%	2	-6
[2] COc1ccc(CCNC(=O)CN(C)S(=O)(=O)c2cccs2)cc1
    /	/	?	/	-1%	-1%	-5%	-4%	2.5%	/	-18
[3] O=[N+]([O-])c1ccc(-c2cnc(SC(c3ccccc3)c3ccccc3)[nH]2)cc1
    ?	0%	-2%	-1%	-13%	?	-35%	-5%	-0.2%	4	1
[4] COC(=O)C/C=C/[C@@H](C)[C@@H](/C=N/O[C@@H](C)c1cn([C@H](CO)Cc2ccccc2)nn1)NS(=O)(=O)c1ccc(C)cc1
    -3%	/	-2%	3%	/	-4%	/	/	-0.1%	1	/
[5] CCCCCCCNC(=O)C1(CC2CC(c3cccc(Br)c3)=NO2)CCNCC1 (centres undefined)
    -30%	/	-6%	-2%	-18%	-18%	-7%	-9%	-1.0%	10	-15
[6] CCN(CC)C(=O)CSc1nnc(SC(C)C(=O)NC2CC2)s1 (centres undefined)
    /	/	0%	/	4%	?	-9%	-7%	-0.2%	/	15
[7] COCc1c(C(=O)N2CCN(S(=O)(=O)c3ccccc3Cl)CC2)oc2ccccc12
    /	/	-4%	/	-3%	?	-2%	-6%	-0.6%	/	3
[8] Cc1ccc(-c2ccc(=O)n(CC(=O)NCCCN3CCCCC3)n2)cc1
    -16%	-1%	4%	4%	-2%	-8%	2%	-8%	0.2%	3	-6
[9] CCCCN(C(=O)NC(=O)Nc1cccc(C)c1C)S(C)(=O)=O
    -7%	-4%	-5%	-11%	14%	17%	-19%	-3%	-0.3%	-1	7
[10] CCCn1c2ccc(F)cc2c2nnc(SCCN3CCCCC3)nc21
    -20%	2%	2%	/	-4%	6%	-19%	-5%	-0.1%	0	-1&-5
[11] CCOC(=O)c1sc(NC(=O)c2ccc(S(=O)(=O)N3CCOCC3)cc2)nc1-c1ccccc1
    22%	-4%	0%	-9%	-18%	?	?	-3%	-0.7%	2	28
[12] Cn1c(=O)n(Cc2ccccc2F)c(=O)c2c1nc1n2CCN1Cc1ccco1
    -1%	1%	-3%	18%	-1%	?	-15%	0%	0.5%	2	-5
[13] CC(=O)Oc1ccccc1N(C(C)=O)S(=O)(=O)c1ccc2ccccc2c1
    8%	4%	0%	0%	11%	?	23%	2%	0.1%	1	-12
[14] CCCC(=O)Nc1cccc2c1CCCC2
    ?	6%	2%	-3%	1%	0%	-17%	-4%	-0.2%	-1	-9
[15] COc1ccc(CNC(=O)CSc2nnc3nc(C)cc(C)n23)cc1OC
    0%	9%	-20%	-1%	2%	-3%	0%	-11%	0.3%	1	0
[16] CC(C)(C)c1ccc(NC(=O)c2ccsc2)cc1
    /	-1%	-1%	-6%	-5%	?	7%	0%	-0.1%	-21	5
[17] Cc1ccc(CNC(=O)C(=O)NCC2OCCN2C(=O)c2ccc3c(c2)OCO3)cc1 (centres undefined)
    1%	-1%	0%	0%	-4%	0%	13%	-3%	-0.1%	-1	-22
[18] O=C(Nn1c(SCc2ccc(F)cc2)nc2ccsc2c1=O)c1ccccc1
    ?	0%	6%	5%	-18%	21%	23%	2%	0.0%	3	3
[19] COc1ccc(NC(=O)CS(=O)(=O)c2ccccc2Cl)cc1
    2%	1%	3%	/	1%	-3%	?	0%	0.6%	1	-5
[20] Cc1ccc(C(=O)N/N=C/C=C/c2ccccc2)o1
    5%	-1%	1%	-9%	2%	?	-27%	-4%	0.1%	1	-18
[21] COCCNC(=O)C(c1ccncc1)N(C(=O)c1sc(C)nc1C)c1cccc(C)c1 (centres undefined)
    -12%	8%	0%	-35%	1%	0%	-1%	-4%	0.4%	5	-19
[22] COCCCNC(=O)C[C@H]1C[C@H](C(=O)N2CCOCC2)[C@@]2(CCC3CCCC3)c3[nH]c4ccc(Cl)cc4c3CCN2C1=O
    /	/	3%	/	-8%	?	-36%	3%	-0.5%	/	7
[23] COc1ccc(NC(=O)C2C3C=CC(O3)C2C(=O)O)cc1 (centres undefined)
    ?	2%	9%	-1%	1%	?	14%	4%	-0.5%	1	-17
[24] COc1ccc(C(=O)N=c2sccn2C)cc1
    -2%	1%	-2%	-8%	-1%	-7%	-12%	1%	-0.7%	-2	-6
[25] CCOc1cc(C(=S)N2CCOCC2)ccc1OS(=O)(=O)c1ccc(C)cc1
    6%	-6%	0%	-3%	-3%	-9%	?	-1%	-0.1%	4	13
[26] COC(=O)c1ccccc1NC(=O)CN(C)S(=O)(=O)c1ccc(OC)cc1
    11%	-2%	5%	1%	-2%	0%	0%	-5%	0.7%	3	1
[27] CCOC(=O)Nc1ccc(S(=O)(=O)Nc2cc(C)nc(C)n2)cc1
    0%	0%	-2%	-8%	3%	-17%	3%	-4%	0.1%	2	-15
[28] O=C(CSc1nccc(-c2ccc(Br)cc2)n1)NCCc1ccccc1
    -10%	-2%	-8%	1%	-3%	6%	32%	0%	0.0%	-1	28
[29] NC(=O)c1cnn(-c2cc(Oc3ccccc3)ncn2)c1N
    11%	0%	-5%	2%	-4%	?	-21%	-1%	0.0%	0	-1
[30] Cc1onc(-c2ccc(Cl)cc2Cl)c1C(=O)/C=C/N(C)C
    /	0%	-2%	-2%	2%	21%	0%	-6%	-0.2%	1	13

# One compound at a time, from the list above:
# `COc1ccc(CCNC(=O)CN(C)S(=O)(=O)c2cccs2)cc1` is entered as Menin-MLL TR inh = /; GALK inh = /; Tb PFK inh = ?; PKM2 activator = /; ASM inhibitor = -1%; BCR signal inh = -1%; Integrin act MD = -5%; TSG101-PTAP inh = -4%; B2AR arrestin = 2.5%; Coupling enz = /; Giardia kill = -18
# `COC(=O)C/C=C/[C@@H](C)[C@@H](/C=N/O[C@@H](C)c1cn([C@H](CO)Cc2ccccc2)nn1)NS(=O)(=O)c1ccc(C)cc1` is entered as Menin-MLL TR inh = -3%; GALK inh = /; Tb PFK inh = -2%; PKM2 activator = 3%; ASM inhibitor = /; BCR signal inh = -4%; Integrin act MD = /; TSG101-PTAP inh = /; B2AR arrestin = -0.1%; Coupling enz = 1; Giardia kill = /

# Returning to the listing, repeating the two entries before the break.
# Below each compound – Menin-MLL TR inh	GALK inh	Tb PFK inh	PKM2 activator	ASM inhibitor	BCR signal inh	Integrin act MD	TSG101-PTAP inh	B2AR arrestin	Coupling enz	Giardia kill
[29] NC(=O)c1cnn(-c2cc(Oc3ccccc3)ncn2)c1N
    11%	0%	-5%	2%	-4%	?	-21%	-1%	0.0%	0	-1
[30] Cc1onc(-c2ccc(Cl)cc2Cl)c1C(=O)/C=C/N(C)C
    /	0%	-2%	-2%	2%	21%	0%	-6%	-0.2%	1	13
[31] CC1(C)CC(NC(=S)Nc2ccc(S(N)(=O)=O)cc2)CC(C)(C)N1
    -7%	-1%	-1%	0%	4%	3%	7%	-4%	-0.4%	-1	-15
[32] CC1CCCCC1NC(=O)CCc1nc2sc3c(c2c(=O)[nH]1)CCCC3 (centres undefined)
    /	/	-7%	/	5%	6%	10%	1%	-0.2%	/	11
[33] CCOC(=O)Cc1csc(SC(C)C(=O)NC2CCCCC2C)n1 (centres undefined)
    /	/	-1%	/	4%	-9%	26%	0%	-0.1%	/	-1
[34] COc1ccc(Cc2nc3ccc(S(=O)(=O)N4CCOCC4)cc3[nH]2)cc1OC
    -10%	-1%	-3%	7%	-2%	-4%	15%	-7%	-0.2%	/	4
[35] O=c1c(Cc2ccc(F)cc2)c(O)ccn1CCc1cnc[nH]1
    -14%	0%	1%	-2%	4%	1%	-6%	5%	0.3%	-2	27
[36] c1ccc2cc(CCO[C@H]3CCCCO3)ncc2c1
    /	/	5%	/	-1%	?	11%	0%	-0.1%	/	-11
[37] O=C(NCCC1CCCCN1S(=O)(=O)c1ccccc1)C(=O)NCc1ccccc1 (centres undefined)
    /	/	0%	/	3%	-1%	23%	1%	-1.3%	/	10
[38] CCOC(=O)N1CCC(N2C(=O)c3ccccc3C2Nc2ccc3c(c2)OCCO3)CC1 (centres undefined)
    5%	2%	6%	3%	3%	?	-20%	-2%	0.5%	-20	15

# A portion of the library. The share of hits here may be higher or lower than overall.
